High-throughput results deposited in PubChem by Broad Institute.
ARNT-TACC3 inh = disrupts binding between human ARNT and TACC3; Q9Y6A5; AlphaScreen His-ARNT PAS-B/GST-TACC3 binding, luminescence; TACC3 fragment carries E629A point mutation; inhibition, % at 9.99 µM; 390,000 compounds, 0.66% hits; AID 623870;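 active = mean inhibition of replicates at least 50% and at least half of replicates each reaching 50%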;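 also: 0% = complete ARNT plus TACC3 wells and 100% = ARNT alone without TACC3; many hits fall short of the cut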
esBAF inh = blocks esBAF chromatin remodeling in mouse ES cells | Bmi1-luciferase knock-in reporter, 24 h; 100% = twice the neutral-well signal | reporter increase, % at 12.5 µM | 350,000 compounds, 2% hits | AID 602393; in the data active = activation above about 40%;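 also: 0% = median of the plate's neutral control wells and 100% = double that signal; a rise in the Bmi1 reporter signal indicates esBAF inhibition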
Statin myotox sup = suppression of simvastatin myotoxicity. AID 602340. 330,000 compounds, 0.78% hits. C2C12 myotubes + simvastatin, ATP luminescence, 48 h; scaled: DMSO 0, geranylgeraniol control 100. rescue of ATP level, % at 7.49 µM;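 active = mean ATP rescue above about 67%, or every replicate alone reaching that limit, limit read from the data, passing the limit was not always enough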;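 also: myotubes were challenged with 10 µM simvastatin during compound exposure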
SIRT5 block = sirtuin-5 (human) deacylase inhibition; Purified SirT5, succinyl-peptide AMC, trypsin-coupled fluorescence; Q9NXA8; 330,000 compounds, 1.1% hits; AID 652115; inhibition, % at 15 µM; in the data active = inhibition above about 15%
Target sequence (Q9NXA8 whole entry, looked up): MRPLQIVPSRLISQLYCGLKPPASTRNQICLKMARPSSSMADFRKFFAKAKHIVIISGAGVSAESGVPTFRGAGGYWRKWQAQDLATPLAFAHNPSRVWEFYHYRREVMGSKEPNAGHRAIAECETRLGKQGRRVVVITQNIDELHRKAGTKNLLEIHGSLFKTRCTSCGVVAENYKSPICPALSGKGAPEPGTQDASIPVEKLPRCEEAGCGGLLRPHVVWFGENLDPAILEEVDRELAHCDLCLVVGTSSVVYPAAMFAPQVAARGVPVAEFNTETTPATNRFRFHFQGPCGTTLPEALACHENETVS
Cneo AK release = causes C. neoformans cell lysis; adenylate kinase release luminescence, 4 h; normalised: neutral wells 0, clomiphene wells 100; lysis activity, % at 15 µM; 360,000 compounds, 0.2% hits;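 active = mean lysis activity across replicates of at least 80%, whatever share of replicates individually reach that level; inactive = mean lysis activity below 80%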
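Test system: log-phase Cryptococcus neoformans yeast cells. Input: 5 × 10^6 yeast cells/mL. Medium: fresh YPD growth medium. Doses: single dose. Incubation: static 4 h at 37 °C with compound, 1 h detection. Measured by: luminescent adenylate kinase detection reagent. Read-out: signal increase indicating cell lysis. Benchmarks: Clomiphene.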
ERp5 inh = ERp5 (human) disulfide isomerase inhibition | 350,000 compounds, 0.05% hits | ERp5 insulin aggregation, absorbance 650 nm, 90 min | inhibition, % at 9.99 µM | Q15084;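 active = mean replicate inhibition above about 25%, with every replicate also reaching it, limit read from the data, passing the limit was not always enough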
Target sequence (Q15084 whole entry, looked up): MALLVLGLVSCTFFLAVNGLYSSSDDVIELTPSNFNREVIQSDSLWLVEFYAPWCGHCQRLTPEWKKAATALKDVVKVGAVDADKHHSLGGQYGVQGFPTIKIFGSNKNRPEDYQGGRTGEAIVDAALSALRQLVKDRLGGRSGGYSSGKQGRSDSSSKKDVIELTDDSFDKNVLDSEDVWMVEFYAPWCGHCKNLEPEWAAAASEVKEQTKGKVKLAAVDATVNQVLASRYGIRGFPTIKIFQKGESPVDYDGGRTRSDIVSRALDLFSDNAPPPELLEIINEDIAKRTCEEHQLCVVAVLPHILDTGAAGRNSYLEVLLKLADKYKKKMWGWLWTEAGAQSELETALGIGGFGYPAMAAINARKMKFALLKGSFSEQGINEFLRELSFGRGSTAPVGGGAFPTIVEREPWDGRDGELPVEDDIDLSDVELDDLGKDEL
miR-122 sensor = blocks miR-122 activity in Huh7 sensor cells. Huh7 miR-122 Renilla luciferase sensor, 48 h; neutral wells = 0, positive control = 100. activation (reporter increase), % at 12.5 µM. 340,000 compounds, 0.3% hits. AID 602342;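 active = mean replicate activation score at least 90 and every replicate individually at or above 90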;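 also: higher luciferase means less miR-122 activity so hits act as miR-122 inhibitors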
Starred values were filed as active, the others as inactive; [ ] = another dose, or the depositor's remark.

Screening C[C@H](O)C#Cc1cnc2c(c1)C(=O)N([C@H](C)CO)C[C@H](C)[C@@H](CN(C)C(=O)c1ccccc1)O2 returned ARNT-TACC3 inh 3, esBAF inh -11, Statin myotox sup 0, SIRT5 block 1, Cneo AK release -3, ERp5 inh -3 and miR-122 sensor 6[16.7 µM].
Screening CCCCOc1ccccc1NC(=O)Cn1c(-c2nonc2N)nc2ccccc21 returned ARNT-TACC3 inh 3, esBAF inh -19, Statin myotox sup 5, Cneo AK release -3 and miR-122 sensor 14.
For CC(=O)C1=C(c2cccc([N+](=O)[O-])c2)N(C(C)=O)n2c(C)nnc2S1 the results were ARNT-TACC3 inh 36, SIRT5 block -1 and ERp5 inh -7.
`CCCCOc1ccc(N2CC(C(=O)NCc3ccco3)CC2=O)cc1` (stereo unspecified) gave ARNT-TACC3 inh 0, esBAF inh 6, Statin myotox sup -7, Cneo AK release 1, ERp5 inh 0 and miR-122 sensor -13.
For C=CCOc1ccccc1CN1CCC(n2nccc2NC(=O)c2ccccc2)CC1 the results were ARNT-TACC3 inh 0, esBAF inh -4, Statin myotox sup -4, SIRT5 block -3, Cneo AK release -1, ERp5 inh -9 and miR-122 sensor 0.
For Cn1c(=O)n(CC(N)=O)c2ccccc21 the results were ARNT-TACC3 inh -2, esBAF inh -3, Statin myotox sup -4, Cneo AK release 0 and miR-122 sensor 0.
COc1ccc(-c2noc(CCC(=O)N3CCN(c4ccccc4F)CC3)n2)cc1 was read as ARNT-TACC3 inh -22, esBAF inh -1, Statin myotox sup 0, SIRT5 block 2, Cneo AK release 3, ERp5 inh 7 and miR-122 sensor -1.
`CN(CC(=O)Nc1cccc(F)c1)C(=O)c1ccc(OCC2CCCO2)cc1` (stereo unspecified) gave ARNT-TACC3 inh 3, SIRT5 block -1, Cneo AK release 2 and ERp5 inh -6.
COc1ccccc1CNC(=O)C(=O)NCCC1CCCCN1S(=O)(=O)c1ccccc1 (stereo unspecified) was read as ARNT-TACC3 inh 11, esBAF inh -1, Statin myotox sup -7, SIRT5 block -1, Cneo AK release 0, ERp5 inh 1 and miR-122 sensor 4.
`Cc1ccc(S(=O)(=O)NC(=O)c2ccccc2C)cc1` gave ARNT-TACC3 inh 0, esBAF inh 4, Statin myotox sup 6, SIRT5 block 1, Cneo AK release 1, ERp5 inh 2 and miR-122 sensor -2.
Screening Nc1c(-c2ccccc2)cnn1-c1cccc(C(F)(F)F)c1 returned ARNT-TACC3 inh -2, esBAF inh 54*, Statin myotox sup -26, Cneo AK release -2 and miR-122 sensor 5.
CCOCCCNC(=O)c1cn(C)c2ccc(S(=O)(=O)N3CCCCC3)cc2c1=O was read as ARNT-TACC3 inh 15, esBAF inh -6, Statin myotox sup -1, SIRT5 block -2, Cneo AK release 0, ERp5 inh -3 and miR-122 sensor 2.
For CCOc1ccc(-n2c(=O)c3c(C)c(C)sc3n(CC(=O)NCc3ccco3)c2=O)cc1 the results were ARNT-TACC3 inh -1, SIRT5 block -2, ERp5 inh -2 and miR-122 sensor -1.
For COc1ccc(CN2C(=O)C(CC(=O)NC3CCCCC3)CC(C(=O)N(C(C)C)C(C)C)=C2C)cc1 (stereo unspecified) the results were esBAF inh -3, Statin myotox sup -1, SIRT5 block 2, Cneo AK release 0, ERp5 inh -6 and miR-122 sensor 1.
CCCn1c(/N=C/c2cc(OC)ccc2O)nc2ccccc21 was read as ARNT-TACC3 inh 6, esBAF inh -2, Statin myotox sup 22, Cneo AK release 2 and miR-122 sensor -2.

Overlap with the part before: three entries; new compounds follow.
For CCOc1ccc(-n2c(=O)c3c(C)c(C)sc3n(CC(=O)NCc3ccco3)c2=O)cc1 the results were ARNT-TACC3 inh -1, SIRT5 block -2, ERp5 inh -2 and miR-122 sensor -1.
For COc1ccc(CN2C(=O)C(CC(=O)NC3CCCCC3)CC(C(=O)N(C(C)C)C(C)C)=C2C)cc1 (stereo unspecified) the results were esBAF inh -3, Statin myotox sup -1, SIRT5 block 2, Cneo AK release 0, ERp5 inh -6 and miR-122 sensor 1.
CCCn1c(/N=C/c2cc(OC)ccc2O)nc2ccccc21 was read as ARNT-TACC3 inh 6, esBAF inh -2, Statin myotox sup 22, Cneo AK release 2 and miR-122 sensor -2.
Screening COc1ccc(C(c2nnnn2CCc2ccccc2)N2CCN(C3CCCC3)CC2)cc1 (stereo unspecified) returned ARNT-TACC3 inh 0, Cneo AK release 0 and miR-122 sensor 30.
Cc1ccc(S(=O)(=O)CCC(=O)OCC(=O)N2CC(=O)Nc3ccccc32)cc1 was read as ARNT-TACC3 inh -3, esBAF inh -2, Statin myotox sup 4, Cneo AK release 0 and miR-122 sensor 3.
Screening CCn1c(Cc2ccccc2)nnc1SCC(=O)Nc1ccccc1O returned ARNT-TACC3 inh -9, esBAF inh -7, Statin myotox sup 19, SIRT5 block 1, Cneo AK release -2, ERp5 inh 1 and miR-122 sensor 6.
Screening COCC#Cc1cnc2c(c1)C(=O)N([C@H](C)CO)C[C@H](C)[C@H](CN(C)S(C)(=O)=O)O2 returned ARNT-TACC3 inh -3, esBAF inh -3, Statin myotox sup -1, SIRT5 block 0, Cneo AK release -5, ERp5 inh -1 and miR-122 sensor 2[16.7 µM].
COc1ccc(-c2nnc(SCC(=O)NCCc3ccccc3)o2)cc1 was read as ARNT-TACC3 inh -4, esBAF inh -4, Cneo AK release 0 and miR-122 sensor -4.
O=c1c([N+](=O)[O-])cccn1Cc1cccc(Br)c1 was read as ARNT-TACC3 inh -3, esBAF inh -5, Statin myotox sup 4, SIRT5 block -2, Cneo AK release -2 and ERp5 inh 0.
For CCOc1ccc(C(=O)N(c2ccccn2)C2CCCCC2)cc1 the results were ARNT-TACC3 inh 22, esBAF inh -4, Statin myotox sup 3, SIRT5 block -2, Cneo AK release -1, ERp5 inh 1 and miR-122 sensor 1.
`C[C@@H]1CN([C@@H](C)CO)C(=O)c2cc(NC(=O)Nc3ccccc3)ccc2O[C@@H](C)CCCCO[C@H]1CN(C)Cc1ccc(C(=O)O)cc1` gave ARNT-TACC3 inh -3, esBAF inh -2, Statin myotox sup -35, SIRT5 block 4, Cneo AK release -7, ERp5 inh -5 and miR-122 sensor 1[16.7 µM].
`CCCNC(=O)C[C@H]1CC[C@@H]2[C@H](COC[C@@H](O)CN2C(=O)Nc2ccccc2OC)O1` gave ARNT-TACC3 inh -6, esBAF inh -7, Statin myotox sup -8, SIRT5 block 4, Cneo AK release 4, ERp5 inh -1 and miR-122 sensor 8[16.7 µM].
CCOC(=O)N1CCC(NC(=O)c2cc(C(=O)NC3CCN(Cc4ccccc4)CC3)ccc2CO)CC1 was read as ARNT-TACC3 inh -3, esBAF inh -6, Statin myotox sup -1, SIRT5 block -7, ERp5 inh 3 and miR-122 sensor -25.
`CSc1ncccc1C(=O)OCC(=O)c1cc(C)n(C)c1C` gave ARNT-TACC3 inh -2, esBAF inh 25, Statin myotox sup 11, SIRT5 block -4, Cneo AK release -3 and ERp5 inh -4.
For COc1cc(NC(=S)N2CCOCC2)c(OC)cc1Cl the results were ARNT-TACC3 inh 6, Cneo AK release 0, ERp5 inh 7 and miR-122 sensor 2.
Screening C[C@@H]1CCCCO[C@@H](CN(C)C(=O)Nc2ccc(F)cc2)[C@@H](C)CN([C@@H](C)CO)C(=O)c2cc(N(C)C)ccc2O1 returned ARNT-TACC3 inh 11, esBAF inh 9, Statin myotox sup -21, SIRT5 block 0, Cneo AK release 2, ERp5 inh 4 and miR-122 sensor 2[16.7 µM].
O=C(c1ccc(Br)s1)N1CCN(c2ncccn2)CC1 was read as ARNT-TACC3 inh 1, esBAF inh 2, Statin myotox sup 1, Cneo AK release -3 and miR-122 sensor 5.
Screening Cn1c(CSc2nc3ccc(Br)cc3[nH]2)nc2ccccc21 returned ARNT-TACC3 inh -2, esBAF inh 13, Statin myotox sup -10, SIRT5 block -2, Cneo AK release 0, ERp5 inh -3 and miR-122 sensor 7.
Cn1ncc(Br)c1NC(=O)Nc1ccc(Cl)cc1 was read as ARNT-TACC3 inh -20, esBAF inh -2, Statin myotox sup -17, SIRT5 block -1, Cneo AK release -1, ERp5 inh -1 and miR-122 sensor 11.
`O=C(NC(Cc1ccc(F)cc1)C(=O)O)c1ccccc1` (stereo unspecified) gave ARNT-TACC3 inh -2, esBAF inh 1, Statin myotox sup -4, Cneo AK release -1 and miR-122 sensor -1.
Screening C[C@H]1CN([C@@H](C)CO)C(=O)c2cccc(N(C)C)c2O[C@@H]1CN(C)Cc1ccc(C(=O)Nc2ccccc2N)cc1 returned ARNT-TACC3 inh 1, esBAF inh -6, Statin myotox sup -21, SIRT5 block 2, Cneo AK release -5, ERp5 inh 7 and miR-122 sensor 27[16.7 µM].
COc1cccc(-c2nnc(NC(=O)c3ccc(Cl)s3)o2)c1 was read as ARNT-TACC3 inh 43, esBAF inh 2, Statin myotox sup -8, Cneo AK release -3, ERp5 inh -4 and miR-122 sensor -5.
COc1cc2c(cc1OC)C(C)=NCC2 was read as ARNT-TACC3 inh 12, esBAF inh 5, Statin myotox sup -1, SIRT5 block -12, Cneo AK release 0, ERp5 inh 2 and miR-122 sensor 5.
Screening COc1ccc(N2CCN(C(=O)c3cccc4nc(C)oc34)CC2)cc1 returned ARNT-TACC3 inh 1, esBAF inh -2, Statin myotox sup 17, SIRT5 block 0, Cneo AK release 0, ERp5 inh 1 and miR-122 sensor -1.
CC(=O)Nc1ccc(S(=O)(=O)N(C)CC(=O)OC(C)C(=O)NC2CCCC2)cc1 (stereo unspecified) was read as ARNT-TACC3 inh -2, SIRT5 block -6, Cneo AK release 0, ERp5 inh -6 and miR-122 sensor -2.
Screening CC1CCCCC1NC(=O)NC(=O)COC(=O)c1cncc(Br)c1 (stereo unspecified) returned ARNT-TACC3 inh -4, esBAF inh -1, Statin myotox sup 4, SIRT5 block -5, Cneo AK release 0, ERp5 inh 7 and miR-122 sensor -4.
COc1ccc(S(=O)(=O)N2CCN(CCOc3ccc(Br)cc3)CC2)cc1OC was read as ARNT-TACC3 inh -2, esBAF inh 2, Statin myotox sup 22, SIRT5 block -1, Cneo AK release -2, ERp5 inh -3 and miR-122 sensor -2.
For CC(C)(C)C(=O)Nc1ccc(N2CCN(S(C)(=O)=O)CC2)cc1 the results were ARNT-TACC3 inh -8, esBAF inh -6, Statin myotox sup -8, SIRT5 block -5, Cneo AK release 0, ERp5 inh 3 and miR-122 sensor -8.
`O=C(CN1C(=O)c2ccccc2S1(=O)=O)NCCSCc1ccccc1Cl` gave ARNT-TACC3 inh 8, esBAF inh 2, Statin myotox sup 6, SIRT5 block 10, Cneo AK release -1, ERp5 inh -2 and miR-122 sensor 2.
Screening CCC(=O)N(c1ccc(C(=O)O)cc1)c1nc(-c2ccc(OC)cc2)c(C)s1 returned ARNT-TACC3 inh 4, ERp5 inh 1 and miR-122 sensor 9.
Screening CC1(C)C(=O)NCCN1C(=O)CCCC(=O)O returned ARNT-TACC3 inh -20, SIRT5 block 0 and ERp5 inh 2.
Screening CCCNC(=O)N1C[C@@H](C)[C@@H](OC)CN(C)C(=O)c2ccc(NC(=O)CCC)cc2OC[C@H]1C returned ARNT-TACC3 inh -10, esBAF inh -2, Statin myotox sup -3, SIRT5 block -22, Cneo AK release -13 and ERp5 inh -1.
For C[C@H](NC(=O)C[C@H]1CC[C@H](NS(=O)(=O)c2cccc(F)c2)[C@@H](CO)O1)c1ccccc1 the results were ARNT-TACC3 inh 13, esBAF inh 0, Statin myotox sup -14, SIRT5 block 3, Cneo AK release -3 and ERp5 inh 0.
`COc1cc2c(cc1OC)C(COc1ccccc1OC)N(C(=O)c1ccco1)CC2` (stereo unspecified) gave ARNT-TACC3 inh 6, esBAF inh -1, Statin myotox sup -2, SIRT5 block -1, Cneo AK release -1, ERp5 inh 1 and miR-122 sensor 4.
`CC(C)CC#Cc1ccc([C@@H]2[C@H](CO)N3CCCCN(S(=O)(=O)Cc4ccccc4)C[C@@H]23)cc1` gave ARNT-TACC3 inh -5, SIRT5 block 2, Cneo AK release 1, ERp5 inh 6 and miR-122 sensor -5[16.7 µM].
